RBX1-CUL1 inh: inhibitors of human ROC1-CUL1 ubiquitin ligase activity; inhibition, % at 10 µM; AID 1347404; in vitro K48 di-Ub FRET, acceptor:donor ratio, 45 min; P62877+Q13616; 140,000 compounds, 0.6% hits; in the data active = inhibition above about 25%
Target sequence (P62877 whole entry, looked up): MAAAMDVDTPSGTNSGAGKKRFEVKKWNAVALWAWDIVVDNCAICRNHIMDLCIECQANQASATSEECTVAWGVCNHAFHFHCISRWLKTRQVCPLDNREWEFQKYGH
Target sequence (Q13616 whole entry, looked up): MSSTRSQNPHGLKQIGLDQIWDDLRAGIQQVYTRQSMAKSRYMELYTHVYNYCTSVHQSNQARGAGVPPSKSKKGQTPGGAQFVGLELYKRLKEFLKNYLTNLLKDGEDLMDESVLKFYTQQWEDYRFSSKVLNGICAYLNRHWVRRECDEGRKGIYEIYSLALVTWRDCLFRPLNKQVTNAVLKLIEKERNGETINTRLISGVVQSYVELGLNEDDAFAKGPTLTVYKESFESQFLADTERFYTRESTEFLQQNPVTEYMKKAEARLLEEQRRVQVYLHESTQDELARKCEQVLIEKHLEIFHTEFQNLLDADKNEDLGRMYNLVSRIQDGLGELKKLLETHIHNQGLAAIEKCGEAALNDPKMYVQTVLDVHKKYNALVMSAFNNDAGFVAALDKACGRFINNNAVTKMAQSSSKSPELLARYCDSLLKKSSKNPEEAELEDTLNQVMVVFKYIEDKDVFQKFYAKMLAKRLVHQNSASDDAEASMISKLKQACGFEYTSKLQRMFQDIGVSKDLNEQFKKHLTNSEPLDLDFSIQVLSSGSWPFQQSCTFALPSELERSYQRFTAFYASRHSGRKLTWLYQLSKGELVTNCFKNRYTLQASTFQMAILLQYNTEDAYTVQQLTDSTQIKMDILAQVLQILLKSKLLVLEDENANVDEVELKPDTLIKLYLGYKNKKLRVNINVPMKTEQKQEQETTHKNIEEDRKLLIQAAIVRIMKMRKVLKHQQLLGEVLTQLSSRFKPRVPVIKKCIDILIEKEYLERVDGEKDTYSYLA
An asterisk follows results filed as active.

SMILES	RBX1-CUL1 inh
CC(=O)Nc1ccc(S(=O)(=O)NCC2CCC(C(=O)NCc3ccccc3Cl)CC2)cc1 (stereo unspecified)	11
O=C(C1CCCN(S(=O)(=O)c2cccc3nonc23)C1)N1CCN(c2ccccc2Cl)CC1 (stereo unspecified)	-9
COC(=O)C1C(C)=NC2=C(C(=O)c3ccccc32)C1c1ccc(OCC(=O)O)c(Cl)c1 (stereo unspecified)	-8
CN1CCN(S(=O)(=O)Cc2ccc(Br)cc2)CC1	3
COc1ccccc1-n1cc2c(c1-c1ccc(C)cc1)c(=O)n(C)c(=O)n2C	2
COc1cc(C(CC(=O)Nc2ccc(Br)cn2)N2Cc3ccccc3C2=O)cc(OC)c1OC (stereo unspecified)	-6
COC(=O)c1c(-c2ccc(C)cc2)csc1NC(=O)c1cccc([N+](=O)[O-])c1C	-10
COc1ccc(Cc2nnc(NC(=O)c3ccc(F)cc3)s2)cc1OC	-7
Cc1cccc(Sc2ccc([N+](=O)[O-])cn2)c1	6
Cc1cccc(-c2nc3scc(CCNC(=O)c4ccc(Br)o4)n3n2)c1	4
Cc1[nH][nH]c(=O)c1C(c1ccc(OC(=O)c2cccc(Br)c2)cc1)c1c(C)[nH][nH]c1=O	1
COc1ccc2[nH]c(=O)c(CN(C(=O)COc3ccccc3)c3ccccc3OC)cc2c1	6
CC(C)C(=O)NCCC(c1ccccc1)c1ccccc1	-10
Cc1ccc(CN(Cc2ccco2)C(=O)c2ccc(OCC(C)C)cc2)cc1	-5
Cc1ccc(-c2cc(C(=O)N3CCCN(C(=O)c4cc(-c5ccc(C)c(C)c5)nc5ccccc45)CC3)c3ccccc3n2)cc1C	-7
CCc1ccc(NC(=O)C2CCN(Cc3ccccc3)CC2)cc1	-4
O=c1[nH]c2ccccc2n2c(-c3ccncc3)nnc12	7
COc1ccc(S(=O)(=O)c2nnn(-c3cc(Cl)c(OC)cc3OC)c2C)cc1	-6
COc1ccccc1N1C(=O)c2ccccc2NC1c1ccc(N2CCOCC2)cc1 (stereo unspecified)	0
CN1C(=O)/C(=C/c2cn(-c3ccccc3)nc2-c2cccs2)N(C)C1=S	10
CCN1CCC(NC(=O)c2ccc(-c3ccccc3)cc2)CC1	0
Cc1csc(NC(=O)c2ccc(Br)cc2Br)n1	2
CC(=O)Nc1cc(C(=O)N2CCN(Cc3ncccc3C)CC2)c2c(c1)nc(C)n2Cc1ccccc1	4
Cc1ccsc1CN1CCc2nc(N3CCN(c4ccccc4F)CC3)ncc2C1	-5
O=C(CN(c1cc(C(F)(F)F)ccc1Cl)S(=O)(=O)c1ccccc1)NC1CC2CCC1C2 (stereo unspecified)	-6

The results go on:
SMILES	RBX1-CUL1 inh
COc1ccc(C)cc1NC(=O)c1cn(C)c(=O)c2cc(OC)c(OC)cc12	-3
Cc1oc(-c2cccc(Cl)c2)nc1Cn1c(SCc2ccc(F)cc2)nc2cccnc21	-1
Cc1cc(C)cc(NC(=O)c2cc(C)on2)c1	-3
C=CCCC(=O)N1CCCC(Nc2ccc(OC)c(OC)c2)C1 (stereo unspecified)	-4
O=C(CC(c1cccs1)N1Cc2ccccc2C1=O)Nc1ccc(F)cc1 (stereo unspecified)	-1
Cc1cc(SCc2ccc(Cl)c(Cl)c2)nc2ccccc12	6
COc1ccccc1-c1cc(C(=O)N/N=C/c2sccc2C)c2ccccc2n1	4
CCCOc1ccc(N2CC(C(=O)NC3CC3)CC2=O)cc1 (stereo unspecified)	10
Cc1ccc(-n2c3c(cc(-c4nc(-c5ccc(Cl)cc5)cs4)c2=O)C(=O)CC(C)(C)C3)cc1	-6
CC(=O)c1cccc(NS(=O)(=O)c2cc(-c3onc(C)c3C)ccc2C)c1	-3
Cc1nnnn1CC(=O)Nc1ccc(F)cc1	3
CCc1ccccc1NS(=O)(=O)c1ccc(OC)c2ncccc12	-7
NC(=O)c1ccc(N=C2C(=O)Nc3ccccc32)cc1	3
CCC(Oc1ccccc1)C(=O)Nc1cccc(OCc2cc(=O)n3cccc(C)c3n2)c1 (stereo unspecified)	-7
Cc1cc(Cl)ccc1OC1C(=O)N(c2cccc(C(F)(F)F)c2)C1c1ccc2c(c1)OCO2 (stereo unspecified)	-4
COc1ccccc1/C=C1\CC/C(=C\c2ccccc2OC)C1=O	0
O=C1Nc2ccc(Br)cc2/C1=C\c1nc2ccccc2c(=O)n1-c1cccc(C(=O)O)c1	32*
O=C1CCCc2c1[nH]c1ccc(C(F)(F)F)cc21	-2
CN(C)C(=O)COC(c1ccccc1)(c1ccccc1)c1ccccc1	-6
COc1ccc(NC(=O)CCSCCC(=O)Nc2ccc(OC)cc2)cc1	-6
COC(=O)[C@@H]1[C@@H](C(=O)OC)[C@H]2N(C)c3c(c(=O)n(C)c(=O)n3C)N2[C@@H]1C(=O)c1ccc(Br)cc1	6
Cc1ccc(N2C(=O)c3n[nH]c(C)c3C2c2ccco2)cc1 (stereo unspecified)	7
CCCSc1nnc2c(n1)OC1(CCCC1)Nc1ccc(Br)cc1-2	10
Cc1ccc(CNCc2ccc3c(c2)n(C)c(=O)n3C)cc1	9
Cc1ccc(NC(=O)CSc2nccn2Cc2ccco2)cc1Cl	-5

Next part.
SMILES	RBX1-CUL1 inh
O=c1c2c(-c3ccccc3)csc2nc2c3ccccc3c(Sc3ccc4c(c3)OCCO4)nn12	-6
Cc1ccc(C(=O)Nc2sc3c(c2C(=O)O)CCCC3)cc1	47*
C=C(C)Cn1c(SCC)nc2sc3c(c2c1=O)CCCCC3	-13
CC(=O)c1sc2sc3ccccc3c2c1C	6
CN(C)CCCNc1nc(-c2ccccc2O)nc2ccccc12	-6
COc1ccc(-n2nc(C(=O)N3CCCCC3)nc2-c2ccccc2)cc1	-2
Cc1ccccc1NC(=O)C(=O)NCC(c1ccc2c(c1)OCO2)N1CCN(c2ccccc2)CC1 (stereo unspecified)	6
CCc1cccc(CC)c1NC(=O)C1CCCN(S(=O)(=O)CC)C1 (stereo unspecified)	9
CCOC(=O)c1c(NC(=O)c2ccccc2C)sc2c1CCCCCC2	1
Cc1cc(C(=O)N2CCC(C3CCN(CC(C)(C)C)C3)CC2)n[nH]1 (stereo unspecified)	1
Cc1ccc(NC(=O)N2CCN(c3cc(-c4noc(C)n4)ccc3C)CC2)c(F)c1	0
CCOC(=O)c1sc2ccccc2c1OC(=O)c1ccccc1	-2
CCN1C(=O)C(c2c(C)[nH]c3ccccc23)(c2c(C)[nH]c3ccccc23)c2ccccc21	6
O=C(Cc1csc2ccccc12)NCc1ccc(F)cc1	-5
CN(CCC1CCCCO1)C(=O)CC1(c2ccccc2Cl)CC(=O)N(C2CCCC2)C1=O (stereo unspecified)	-6
CCOC(=O)c1sc2nc(-c3ccccc3)[nH]c(=O)c2c1C	5
O=C(O)CCC(=O)N1CCNC(=O)C1	-6
CC(=O)c1cccc(Nc2ccc3cc(S(=O)(=O)N4CCC(C)CC4)ccc3n2)c1	7
CCOc1ccccc1CNn1c(C)nnc1SCc1ccccc1F	-13
Cc1ncc2c(c1-c1noc(C3CCCN(c4ccccn4)C3)n1)CCNC2 (stereo unspecified)	0
CCOC(=O)c1cc(-c2ccc(OC)cc2)nn1Cc1ccccc1	-3
O=C(O)C1CSC(c2cccc3ccccc23)N1 (stereo unspecified)	12
Cc1nnc(SCCC(=O)Nc2cc(C(C)(C)C)cc(C(C)(C)C)c2)s1	6
COc1cc(-c2cnnc(NCCN3CCCC3)n2)cc(OC)c1OC	0
CCOc1cc(/C=N/NC(=O)CNC(=O)CCCc2ccc(OC)cc2)cc(Cl)c1O	9

The list continues.
SMILES	RBX1-CUL1 inh
CCOC(=O)N1CCN(C(=O)c2ccc(N3CCC(NCc4cc(F)cc(F)c4)CC3)cc2)CC1	10
O=C(C[n+]1cccc(NC(=O)c2ccccc2)c1)c1ccc2c(c1)Cc1ccccc1-2	-2
COc1ccc(OC)c(NC(=O)c2c(N3CCCC3=O)c3cc(OC)ccc3n2C)c1	-4
Cc1cccc(-n2c(SCC(=O)Nc3ccc(C)c(Cl)c3)nc3sc4c(c3c2=O)CCCC4)c1	1
Cc1ccccc1Cn1c(=O)c2c(nc3n(C)c(C)cn23)n(C)c1=O	11
COC(=O)C1CSC2c3ccccc3C(=O)N12 (stereo unspecified)	-4
COc1ccc(OC)c(-c2noc(CSc3nnc(-c4ccccc4)n3-c3ccccc3)n2)c1	-8
Cc1cc(C)c(/C=C/c2onc(C)c2S(=O)(=O)N2CCC(C(=O)NCCc3ccccc3)CC2)c(C)c1	-2
CC(C)N1CCN(C2Cc3ccccc3Sc3ccc(Cl)cc32)CC1 (stereo unspecified)	4
Cc1ccc(NC(=O)C2CCCN2S(=O)(=O)c2ccc3c(c2)CCCC(=O)N3)cc1C (stereo unspecified)	-7
CCN(Cc1ccccc1)C(=O)CN1C(=O)COc2ccc(S(=O)(=O)N(CC)CC)cc21	3
CCc1cc(C(=O)N2CCN(c3ccc(OC)cc3)CC2)cs1	-7
CCCCc1ccc(C(=O)Oc2cccc3cccnc23)cc1	-5
CC(Oc1ccccc1)C(=O)Nc1ccc(F)cc1 (stereo unspecified)	-6
CC(=O)c1cccc(NC(=O)c2nc(-c3ccccc3)n(-c3ccccc3)n2)c1	-8
CN(C1CCCCC1)S(=O)(=O)c1ccc2c(c1)c(=O)c(C(=O)N1CCN(c3ccc(F)cc3)CC1)cn2C	4
Cc1nn(Cc2ccc(F)cc2)c(C)c1NS(=O)(=O)c1c(C)c(C)c(C)c(C)c1C	-2
Cc1[nH][nH]c(=O)c1C(c1cccc(OCc2ccccc2Cl)c1)c1c(C)[nH][nH]c1=O	-9
O=C(CCC1N=C2c3ccccc3N=C(SCc3cccc(Cl)c3)N2C1=O)N1CCN(c2ccccc2)CC1 (stereo unspecified)	2
N#Cc1cc2nnn(-c3ccccc3)c2cc1C#N	-3
CC1=C(OC(=O)c2ccccc2)C(C)(C)C(c2ccc(Br)cc2)OC1=O (stereo unspecified)	-1
CC1(C)C[C@@H]2C[C@@](C)(CN2C(=O)c2coc(Cn3cnc4ccccc43)n2)C1	-3
Cc1ccc(S(=O)(=O)c2c([N+](=O)[O-])ncn2C)nc1	1
COc1cccc(CNC2COc3ccccc3C2)c1OC (stereo unspecified)	0
COc1cc2c(cc1NP(=O)(Oc1ccc(C)cc1)Oc1ccc(C)cc1)oc1ccccc12	-13

Shown as a hit in RBX1-CUL1 inh (from the list above):
SMILES	RBX1-CUL1 inh
O=C1Nc2ccc(Br)cc2/C1=C\c1nc2ccccc2c(=O)n1-c1cccc(C(=O)O)c1	32*
Cc1ccc(C(=O)Nc2sc3c(c2C(=O)O)CCCC3)cc1	47*

Other records follow.
SMILES	RBX1-CUL1 inh
N#Cc1ccccc1COc1ccc(Br)cc1CC1=NC(=S)N(C2CCCCC2)C1=O	-5
COc1ccc(F)cc1S(=O)(=O)NCCC(C)C	7
COc1ccc(C(=O)N(NC(=O)Oc2ccccc2)C(C)(C)C)cc1	-14
O=C(O)CCC(NC(=O)OCc1ccccc1)C(=O)O (stereo unspecified)	-6
c1ccc(CN2CCCC(NCc3cccnc3)C2)nc1 (stereo unspecified)	-11
Cc1ccc(-n2nnnc2-c2cnn(-c3ccc(Cl)cc3Cl)c2C(F)(F)F)cc1	3
COc1ccc(-c2nc3c(c(SCC(=O)N4CCCCC4)n2)Cc2cc(C)ccc2O3)cc1	-9
COc1ccc(-n2nc3ccc(NC(C)=O)cc3n2)cc1	4
O=C(Cn1c(O)c(N=NC(=O)c2ccc(NC(=O)c3ccccc3)cc2)c2ccccc21)Nc1ccccc1	6
CC(C)NS(=O)(=O)Cc1ccc(Cl)cc1	1
CNCC#CCOc1ccccc1C(C)(C)C	-2
Cc1c(-c2ccccc2)n(-c2ccccc2)c2ccccc12	8
Cc1ccc2c(CC(=O)N(Cc3ccc(N(C)C)cc3)Cc3ccco3)coc2c1C	-3
CCCCc1ccccc1NS(=O)(=O)CC	3
CN1CC=C2C(C#N)C(=N)C(C#N)(C#N)[C@H](c3ccccc3F)[C@H]2C1 (stereo partly specified)	2
COc1ccc2c(c1)CCC1C2=NN(C(C)=O)C1c1ccc(Br)cc1 (stereo unspecified)	9
O=C(CN1CCN(c2ccccc2)CC1)Nc1ccc(Br)cc1	4
CCOc1cc(CNC(=O)c2ccc3c(c2)N(C)C(=O)C2CCCCN32)cc(OCC)c1OCC (stereo unspecified)	-3
Fc1cccc(CN2CCCC3(CCN(Cc4cnc[nH]4)C3)C2)c1F (stereo unspecified)	4
COC(=O)c1ccc(NC(=O)CSc2nnc(COc3ccc(C#N)cc3)o2)cc1	-8
C=CCN(c1ccc(C(=O)NCCOC)cc1)S(C)(=O)=O	-1
Cc1ccc(C2c3c(-c4ccccc4O)n[nH]c3C(=O)N2CCCO)cc1 (stereo unspecified)	-5
Cc1cnc(C)c(-c2cccc(-c3ccn(CCO)n3)c2)n1	10
CCOc1ccccc1CN1CCNC(=O)C1CC(=O)NCc1c(F)cccc1F (stereo unspecified)	3
Cc1ccc(Oc2coc3cc(OC(=O)CC(C)(C)C)ccc3c2=O)cc1	9

Among those listed so far, these contain an aryl thioether with sulfur outside any ring.
SMILES	RBX1-CUL1 inh
Cc1cccc(Sc2ccc([N+](=O)[O-])cn2)c1	6
Cc1oc(-c2cccc(Cl)c2)nc1Cn1c(SCc2ccc(F)cc2)nc2cccnc21	-1
Cc1cc(SCc2ccc(Cl)c(Cl)c2)nc2ccccc12	6
CCCSc1nnc2c(n1)OC1(CCCC1)Nc1ccc(Br)cc1-2	10
Cc1ccc(NC(=O)CSc2nccn2Cc2ccco2)cc1Cl	-5
O=c1c2c(-c3ccccc3)csc2nc2c3ccccc3c(Sc3ccc4c(c3)OCCO4)nn12	-6
C=C(C)Cn1c(SCC)nc2sc3c(c2c1=O)CCCCC3	-13
CCOc1ccccc1CNn1c(C)nnc1SCc1ccccc1F	-13
Cc1nnc(SCCC(=O)Nc2cc(C(C)(C)C)cc(C(C)(C)C)c2)s1	6
Cc1cccc(-n2c(SCC(=O)Nc3ccc(C)c(Cl)c3)nc3sc4c(c3c2=O)CCCC4)c1	1
COc1ccc(OC)c(-c2noc(CSc3nnc(-c4ccccc4)n3-c3ccccc3)n2)c1	-8
COc1ccc(-c2nc3c(c(SCC(=O)N4CCCCC4)n2)Cc2cc(C)ccc2O3)cc1	-9
COC(=O)c1ccc(NC(=O)CSc2nnc(COc3ccc(C#N)cc3)o2)cc1	-8

Assay outcomes deposited in PubChem BioAssay by Icahn School of Medicine at Mount Sinai.

A portion of the library; the hit share may differ from the screen's.
